Screens: PubChem, Sanford-Burnham Center for Chemical Genomics
HKDC1 inh = HKDC1 hexokinase inhibitors, primary screen, biochemical, fluorescence, uHTS | Q2TB90 | recombinant HKDC1, G6PDH/diaphorase resazurin coupled fluorescence | 340,000 compounds, 0.16% hits | inhibition, % at 20 µM;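 active means inhibition above about 35% when tested at 20 µM, limit read from the data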;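 further: plate controls were DMSO wells with enzyme for no effect and DMSO wells lacking enzyme for full effect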
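Material – in-house recombinant HK5 (HKDC1) enzyme · Quantity – HKDC1 at 5 µg/mL · Buffer or medium – pH 8.0 Tris buffer with 10 mM MgCl2 · Reagent – glucose with 1 mM ATP · Dosing – single 20 µM dose · Times – reaction time 90 min, room temperature, protected from light · Technique – resorufin fluorescence at 613 nm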
SENP7 block = SENP7 protease inhibitors, primary screen, biochemical, luminescence, uHTS. recombinant SENP7, Z-RLRGG-aminoluciferin luminescence, 40 min. inhibition, % at 5 µM. 330,000 compounds, 1.5% hits;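 active means inhibition above about 50% at the single test dose, limit read from the data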;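 further: plate controls were DMSO with enzyme for no effect and no enzyme buffer wells for full effect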
Apaf-1 inh = inhibitors of human Apaf-1 apoptosome, primary screen, biochemical, DEVD-Rh110 fluorescence, uHTS; Apoptotic protease-activating factor 1 (Homo sapiens), O14727; 330,000 compounds, 0.71% hits; reconstituted apoptosome caspase-3 activity; inhibition, % at 20 µM; active means inhibition of at least 40% at 20 µM;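 further: plate controls were DMSO wells for no effect and DEVD-CHO caspase inhibitor wells for full effect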
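Assay system – apoptosome proteins · Medium – Hepes buffer, pH 7.5 · Also added – cytochrome c with DEVD-Rh110 · Timing – 30 min compound preincubation, 50 min activation, room temperature · Detection – Rh110 fluorescence, excitation 480 nm, emission 540 nm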
SENP8 inh = SENP8 protease inhibitors, primary screen, biochemical, luminescence; purified SENP8, Z-RLRGG-aminoluciferin cleavage; inhibition, % at 10 µM; 330,000 compounds, 1.2% hits
697 NFkB inh = inhibitors of PMA/ionomycin-induced NF-kB reporter, 697 cells, primary screen, B-cell NF-kB inhibitor project, cell-based, luminescence, uHTS; 697 B-cell NF-kB luciferase reporter, 16 h; inhibition, % at 4 µM; 330,000 compounds, 0.33% hits; AID 435022, 2010; in the data active means inhibition above about 35%
UBC13 inh = UBC13 polyubiquitin chain formation inhibitors, primary screen, biochemical, TR-FRET, uHTS. inhibition, % at 20 µM. 330,000 compounds, 0.47% hits. Ubiquitin-conjugating enzyme E2 N (Homo sapiens), P61088. AID 485273, 2010; in the data active means inhibition above about 45%, passing the limit was not always enough
Gli-Sufu block = Gli-Sufu pathway antagonists, primary screen, luciferase luminescence, Sufu-KO-LIGHT cells, uHTS. AID 588413, 2011. Sufu-KO-LIGHT fibroblasts, Gli luciferase reporter luminescence. inhibition, % at 5 µM. 340,000 compounds, 0.74% hits;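 active means inhibition above about 55%, limit read from the data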;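 further: 0% = DMSO-treated cells and 100% = wells with medium but no cells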
Jurkat NFkB inh = inhibitors of induced NF-kB luciferase reporter, primary screen, TCR NF-kB activation inhibitor project, cell-based, luminescence, uHTS; Jurkat, PMA/ionomycin-induced NF-kB luciferase reporter; inhibition, % at 4 µM; 330,000 compounds, 0.53% hits; AID 435003, 2010
Starred values were filed as active, the others as inactive; i = inactive; nt = not tested or not shown. Unless noted, no stated cut-off is given here; in the data, active means inhibition above about 50%; inactive means the rest.

Fields – HKDC1 inh, SENP7 block, Apaf-1 inh, SENP8 inh, 697 NFkB inh, UBC13 inh, Gli-Sufu block, Jurkat NFkB inh
1) O=C(NCCOc1ccccc1)C1CCCN1C(=O)c1cccs1 (configuration not stated)
    -5, 3, 10, -9, -14, -8, 7, -8
2) N#CCC(=O)N/N=C/c1cc(-c2ccccc2)n(-c2ccc(Cl)cc2)c1-c1ccccc1
    1, 5, 14, 9, 27, -9, 15, 7
3) CCOc1cc(NC(=O)c2cnccn2)c(OCC)cc1NC(=O)c1cccc(F)c1
    nt, 4, -3, 5, -5, 11, nt, 5
4) CCOC(=O)c1c(C)[nH]c(C(=O)CSc2nnnn2-c2ccccc2)c1C
    -4, -5, -25, 3, 8, -14, 1, 2
5) COc1ccc(Cl)cc1S(=O)(=O)n1c([N+](=O)[O-])cnc1C
    -3, -3, -8, 16, 10, -2, 0, 17
6) Cc1cc2c(N)cccc2nn1
    35*, 47, 97*, 95*, 5, -42, -14, 7
7) CCOC(=O)N1CCN(S(=O)(=O)c2ccc(F)c(C(=O)Nc3ccc(C(C)C)cc3)c2)CC1
    6, -4, 23, -14, -27, -6, -20, 23
8) O=C(NCCCn1ccnc1)c1ccc(Cl)cc1[N+](=O)[O-]
    -15, -1, 0, -9, -1, -6, -4, -2
9) CC(C)OC(=O)c1c(NC(=O)c2ccco2)sc2c1CCCC2
    1, 6, 5, 9, -39, 27, 20, -29
10) O=S(=O)(NC1c2cccc3cccc(c23)C1Sc1ncccn1)c1ccc(Cl)cc1 (configuration not stated)
    3, 3, 20, -3, -9, -1, 7, -11
11) Cc1c(Cl)c([N+](=O)[O-])nn1CCCC(=O)Nc1sc2c(c1C(N)=O)CCC(C)C2 (configuration not stated)
    8, -5, 0, -10, -43, 3, 4, -6
12) Cc1cc(Nc2cccc(Cl)c2)c2ccccc2n1
    -4, 2, 3, 8, -20, 2, 33, 22
13) COc1cccc(-c2cc(C(F)(F)F)n3nc(C(=O)N4CCCCC4c4cccnc4)cc3n2)c1 (configuration not stated)
    -2, 7, 11, 6, -50, 7, 25, 6
14) COc1ccc(N2CCc3c(C)nc4c(OC)cc(OC)cc4c32)c(OC)c1
    -20, 9, 19, 1, -16, 0, 31, 23
15) CCC1CCc2sc(C(=O)N3CCN(c4ccccn4)CC3)cc2C1 (configuration not stated)
    -2, -9, 22, 5, 19, -4, 1, 10
16) CCOC(=O)Cc1nn(Cc2ccc(Cl)cc2)c(=O)c2ccccc12
    -2, 5, 15, -2, -13, 20, 4, -1
17) CCn1c2ccccc2c2cc(NC(=O)C(=O)N3CCOCC3)ccc21
    -7, 6, 4, 3, -4, -2, -29, -40
18) O=C(NCc1ccccc1)c1nc2ccccc2s1
    2, 9, 14, -4, 7, -3, -4, -2
19) Cc1ccc(C(C(=O)NC2CCCCC2)N(C(=O)CCCC(=O)Nc2ccccn2)c2ccc3c(c2)OCCO3)cc1 (configuration not stated)
    -7, 3, 3, -4, 8, 1, 7, 12
20) Cc1ccc(C(=O)N2CCCC(c3nc4c(nnn4Cc4ccccc4)c(=O)[nH]3)C2)cc1 (configuration not stated)
    15, -7, 4, 0, 0, 9, -6, 2
21) CC1Oc2ccccc2N(CC(=O)Nc2ccc3c(c2)OCCO3)C1=O (configuration not stated)
    -11, 0, -2, 0, 2, 0, 1, 2
22) CCOC(=O)C1CCCN(C(=O)CCc2ccccc2)C1 (configuration not stated)
    -2, -2, 4, 0, 10, 7, 10, 0
23) Cc1ccc(O)c(NC(=S)NC(=O)c2ccc(-c3ccc(Cl)cc3)o2)c1
    0, 15, 19, -1, 2, -22, -2, -27
24) COc1ccc(OC)c(C(c2c(O)nc(SC)[nH]c2=O)c2c(O)nc(SC)[nH]c2=O)c1
    -1, 1, -1, 1, -88, -1, -8, -68
25) Cc1cccn2c(=O)c3cc(C(=O)NC4CCCCC4)c(=N)n(Cc4ccccc4)c3nc12
    -3, -2, 57*, 1, 33, 20, 49, 10
26) O=C(NCc1ccco1)c1ccc(-c2csnn2)cc1
    -2, 3, -11, 3, -11, -11, 2, 5
27) CCN(CC)c1ccc(/C=C/c2cccc[n+]2C)c(OC)c1
    4, 3, 3, -1, 75*, i, 89*, 94*
28) COCCNC(=S)N(CCc1c(C)[nH]c2ccccc12)Cc1ccco1
    7, -4, -4, -5, 4, 18, 7, -2
29) Cc1ccc(C(=O)NCC(=O)Nc2cccc(S(=O)(=O)NC3=NCCCCC3)c2)cc1C
    0, -7, -2, 2, 12, 1, -1, 18
30) C[C@H](CO)N1C[C@H](C)[C@@H](CN(C)C(=O)Nc2ccc3c(c2)OCO3)Oc2c(cccc2N(C)C)C1=O
    2, 2, -10, -8, -19, 4, 8, -19
31) O=C(CC(=O)NCc1ccc(Cl)cc1)NCc1ccc(Cl)cc1
    -2, 0, 6, -6, -13, -8, 10, 4
32) O=C(c1ccccn1)N1CCCC(N2CCN(c3ccccc3)CC2)C1 (configuration not stated)
    -7, -1, -3, 2, -1, -11, -10, 8
33) COc1cc2c(C)nc3c(cnn3-c3ccccc3)c2cc1OC
    -1, 0, -3, 2, -24, 27, -49, -55
34) O=C(NCCS(=O)(=O)N1CCN(c2ccc(F)cc2)CC1)C1CC(=O)N(c2ccccc2)C1 (configuration not stated)
    -4, 6, -1, -11, -1, 5, -8, -2
35) CCN1CCN(CC(O)COc2cccc(OC)c2)CC1 (configuration not stated)
    -5, 3, -15, -8, 11, 3, 6, 8
36) COC(=O)CSc1cc(C)nc(SC)n1
    -14, 6, -5, 0, 10, 2, 1, 1
37) CCS(=O)(=O)c1ccc2c(c1)N(S(C)(=O)=O)CC(C(=O)NCCOC)O2 (configuration not stated)
    -3, -1, 9, 0, -11, -13, 0, 0
38) COc1cc(C2CC(=O)c3cnc(N)nc3C2)cc(OC)c1OC (configuration not stated)
    4, -1, -16, -6, 3, 3, 1, 6
39) CC(=O)Nc1ccc(C(=O)Nc2cccc(S(=O)(=O)NC3=NCCC3)c2)cc1
    2, 0, -6, 0, -7, -3, -2, -2
40) O=C(Nc1ccc2snnc2c1)N1CCCCC1
    -4, 5, 1, -2, -16, 4, -17, -7
41) O=C(N[C@H]1C/C=C\C[C@H](CC(=O)N(CCO)Cc2ccccc2)C(=O)NC[C@H](c2ccccc2)OC1=O)OCC1c2ccccc2-c2ccccc21
    3, 3, 24, 1, 17, 5, 39, 16
42) O=C(Cn1nc(-c2cccc(Cl)c2)ccc1=O)Nc1cccnc1
    -2, 6, -3, 2, 11, -4, 3, 14
43) COc1ccc(NC2CC(=O)NC2=O)cc1 (configuration not stated)
    1, -3, 1, -5, -3, -6, -10, -23
44) COc1ccc2c(c1)cc(C)c1nnc(SCC(=O)N(C)c3nc(-c4ccccc4)cs3)n12
    -2, 1, -5, 11, -22, -9, 3, -17
45) CCOc1ccc(C(=O)COc2ccc(NC(C)=O)cc2)cc1
    7, -3, 6, -3, 5, -3, 4, -11
46) COC(=O)c1ccc(COc2cc(C)ccc2C)o1
    0, -2, 6, -13, 29, 5, -15, -35
47) CC(C(=O)N1CCc2ccccc21)n1cccc1 (configuration not stated)
    -5, -10, -3, -4, -11, -12, 0, -28
48) COc1cc(S(=O)(=O)N2CCN(c3ccc(F)cc3)CC2)ccc1Cl
    2, 3, -1, 3, 6, 5, 4, 12
49) COCC(=O)Nc1ccccc1C(=O)NC(C)C
    -14, -5, -1, -6, 13, -10, 4, -9
50) Cc1ccccc1NC(=O)C1CCC(C)(C(=O)O)C1(C)C (configuration not stated)
    -6, -2, -2, -1, 11, -2, 1, 10
51) Cc1cc(NC(=O)CSc2nnc(Cc3cccn3C)n2CCc2ccccc2)no1
    -2, -6, 19, 2, -16, -1, 5, 9
52) CCCCNc1c(N)n(CCC)c(=O)[nH]c1=O
    -3, 5, -1, 3, 16, -3, -1, -7
53) Clc1cnc(N/N=C/c2ccco2)c(Cl)c1
    -9, -1, 2, 61*, -152, -27, -81, -136
54) CCc1nc(N)nc2c1C(=O)CC(C)(C)C2
    3, -4, -1, -5, -4, 2, 9, -7
55) CCOCCCNC(=O)C(c1ccccc1)N(Cc1ccc2c(c1)OCO2)C(=O)CNC(C)=O (configuration not stated)
    2, 2, -6, 1, 5, 4, 2, -2
56) NS(=O)(=O)c1ccc(CNC(=O)Cn2nc(C(F)F)cc2C(F)F)cc1
    -6, 1, -6, 2, 16, 2, 4, 5
57) COc1ccccc1-c1cc(-c2ccccc2)nc(SCC(=O)O)c1C#N
    3, -2, 6, 5, 3, 5, -37, 15
58) Cc1cc(C(=O)N/N=C/C=C/c2ccccc2)c(C)o1
    -8, 0, 2, -15, -4, -9, -14, 6
59) COc1ccc(C2/C=C\CN(C(=O)C3CCCC3)CC(=O)N2Cc2ccc(F)cc2)cc1 (configuration not stated)
    1, -13, 0, -2, 13, 2, -9, 20
60) Cc1c(C(=O)NCCC2=CCCCC2)sc2ncnc(N3CCCCC3C)c12 (configuration not stated)
    1, 15, 15, -10, -7, 10, -10, -3
61) Cc1oc2c(cc(NS(=O)(=O)c3ccc(Cl)cc3)c3ccccc32)c1C(=O)O
    20, 7, 8, 15, 11, -19, 0, -7

Reprinted at random: 7 compounds from above
Fields – HKDC1 inh, SENP7 block, Apaf-1 inh, SENP8 inh, 697 NFkB inh, UBC13 inh, Gli-Sufu block, Jurkat NFkB inh
57) COc1ccccc1-c1cc(-c2ccccc2)nc(SCC(=O)O)c1C#N
    3, -2, 6, 5, 3, 5, -37, 15
60) Cc1c(C(=O)NCCC2=CCCCC2)sc2ncnc(N3CCCCC3C)c12 (configuration not stated)
    1, 15, 15, -10, -7, 10, -10, -3
49) COCC(=O)Nc1ccccc1C(=O)NC(C)C
    -14, -5, -1, -6, 13, -10, 4, -9
34) O=C(NCCS(=O)(=O)N1CCN(c2ccc(F)cc2)CC1)C1CC(=O)N(c2ccccc2)C1 (configuration not stated)
    -4, 6, -1, -11, -1, 5, -8, -2
61) Cc1oc2c(cc(NS(=O)(=O)c3ccc(Cl)cc3)c3ccccc32)c1C(=O)O
    20, 7, 8, 15, 11, -19, 0, -7
35) CCN1CCN(CC(O)COc2cccc(OC)c2)CC1 (configuration not stated)
    -5, 3, -15, -8, 11, 3, 6, 8
54) CCc1nc(N)nc2c1C(=O)CC(C)(C)C2
    3, -4, -1, -5, -4, 2, 9, -7

Five entries out of the list, arranged by molecular weight, low to high:
Fields – HKDC1 inh, SENP7 block, Apaf-1 inh, SENP8 inh, 697 NFkB inh, UBC13 inh, Gli-Sufu block, Jurkat NFkB inh
40) O=C(Nc1ccc2snnc2c1)N1CCCCC1
    -4, 5, 1, -2, -16, 4, -17, -7
50) Cc1ccccc1NC(=O)C1CCC(C)(C(=O)O)C1(C)C (configuration not stated)
    -6, -2, -2, -1, 11, -2, 1, 10
37) CCS(=O)(=O)c1ccc2c(c1)N(S(C)(=O)=O)CC(C(=O)NCCOC)O2 (configuration not stated)
    -3, -1, 9, 0, -11, -13, 0, 0
51) Cc1cc(NC(=O)CSc2nnc(Cc3cccn3C)n2CCc2ccccc2)no1
    -2, -6, 19, 2, -16, -1, 5, 9
44) COc1ccc2c(c1)cc(C)c1nnc(SCC(=O)N(C)c3nc(-c4ccccc4)cs3)n12
    -2, 1, -5, 11, -22, -9, 3, -17

No enrichment for hits; about 3.6% have a hit in one of these screens.
